High-throughput results: PubChem, Sanford-Burnham Center for Chemical Genomics
APOBEC3G inh = APOBEC3G DNA deaminase inhibitors, primary screen, biochemical, fluorescence, single-stranded DNA substrate, uHTS; inhibition, % at 20 µM; hit rate 0.28% among 330,000; DNA dC->dU-editing enzyme APOBEC-3G (Homo sapiens), Q9HC16; AID 493012, 2011; recombinant A3G, ssDNA deamination FAM/TAMRA fluorescence;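 active = inhibition of at least 40% at 20 µM, with no more than 30% in the related APOBEC3A deaminase screen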;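 also: plate controls were DMSO wells with A3G for no effect and wells lacking A3G enzyme for full effect; some compounds called inactive have numbers as strong as hits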
Target sequence (Q9HC16 whole entry, looked up): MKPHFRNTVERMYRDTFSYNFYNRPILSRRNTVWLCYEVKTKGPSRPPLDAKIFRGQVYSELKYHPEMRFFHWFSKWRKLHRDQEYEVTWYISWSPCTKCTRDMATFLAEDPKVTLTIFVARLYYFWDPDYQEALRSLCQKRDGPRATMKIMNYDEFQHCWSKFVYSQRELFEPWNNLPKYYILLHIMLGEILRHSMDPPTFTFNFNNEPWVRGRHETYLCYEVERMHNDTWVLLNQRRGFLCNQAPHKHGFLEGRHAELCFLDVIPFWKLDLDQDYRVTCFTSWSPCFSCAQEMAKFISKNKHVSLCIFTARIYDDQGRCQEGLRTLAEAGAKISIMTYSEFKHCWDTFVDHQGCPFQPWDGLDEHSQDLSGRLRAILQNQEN
MIN6 prolif = inducers of MIN6 beta-cell proliferation, primary screen, ATP luminescence, uHTS; MIN6 cells proliferation, ATPlite luminescence, 48 h; cells starved in 0.2% serum; 100% = growth in 10% serum; proliferation, % at 10 µM; hit rate 0.29% among 330,000; AID 2380, 2010;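 active = compounds whose signal lies at least 3.5 SD above the mean of all wells on their plate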;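 also: 0% = DMSO-treated cells in low-serum medium and 100% = 10% serum control; some compounds called inactive have numbers as strong as hits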
hIAP act = human IAP activators, primary screen, biochemical, luminescence, uHTS; Intestinal-type alkaline phosphatase (Homo sapiens), P09923; purified human IAP, CDP-Star luminescence, 30 min; stronger effect = higher value; 1 = vehicle-only enzyme, 0 = enzyme-free background; activation factor at 10 µM; hit rate 0.16% among 330,000;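 active = activation factor of the enzyme at least 2-fold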; also: the source names both 10 and 20 µM as test concentration; values of inactives mirror those of a sister screen read the other way
Target sequence (P09923 whole entry, looked up): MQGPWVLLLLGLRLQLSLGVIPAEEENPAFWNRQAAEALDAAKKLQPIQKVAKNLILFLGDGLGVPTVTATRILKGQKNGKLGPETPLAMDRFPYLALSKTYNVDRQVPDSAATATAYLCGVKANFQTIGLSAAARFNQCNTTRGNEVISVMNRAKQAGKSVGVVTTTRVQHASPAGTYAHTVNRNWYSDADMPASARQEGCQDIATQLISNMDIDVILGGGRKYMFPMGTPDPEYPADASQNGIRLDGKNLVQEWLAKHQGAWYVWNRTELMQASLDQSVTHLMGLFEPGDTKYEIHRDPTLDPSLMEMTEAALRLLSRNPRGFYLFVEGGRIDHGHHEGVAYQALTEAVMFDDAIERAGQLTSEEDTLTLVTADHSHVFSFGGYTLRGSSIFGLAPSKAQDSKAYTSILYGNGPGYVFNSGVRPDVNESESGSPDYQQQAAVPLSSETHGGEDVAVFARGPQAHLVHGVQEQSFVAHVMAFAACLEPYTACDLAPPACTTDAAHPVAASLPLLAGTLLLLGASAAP
ATG4B inhibitor = ATG4B protease inhibitors, primary screen, biochemical, fluorescence, uHTS; ATG4B cleavage of LC3-PLA2, NBD-HPC fluorescence, 1 h; inhibition, % at 8.33 µM; hit rate 0.51% among 340,000; in the data active = inhibition above about 40%
hIAP inh = human IAP inhibitors, primary screen, biochemical, luminescence, uHTS. Intestinal-type alkaline phosphatase (Homo sapiens), P09923. purified IAP, CDP-Star luminescence, 30 min. inhibition, % at 10 µM. hit rate 0.12% among 330,000;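 active = inhibition reaching a set limit with compound at 10 µM in the primary screen, cut at about 35% in these data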;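 also: plate controls were DMSO wells with enzyme for no effect and no-enzyme buffer wells for full effect; values of inactives mirror those of a sister screen read the other way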
mIAP act = activators of mouse IAP, primary screen, biochemical, luminescence, uHTS. hit rate 0.24% among 330,000. muIAP, CDP-Star luminescence, 30 min; stronger effect = higher value; 1 = vehicle-only enzyme signal, 0 = enzyme-free wells. activation factor at 10 µM. intestinal alkaline phosphatase [Mus musculus];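 active = activation factor of at least 2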; also: the source names both 10 and 20 µM as test concentration; values of inactives mirror those of a sister screen read the other way
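also added = chemiluminescent substrate CDP-Star | test system = mouse IAP enzyme | signal = chemiluminescence readout | compound = DMSO-dissolved test compounds | incubation = 30 min at room temperature | benchmarks = DMSO wells, no-enzyme wells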
MPTP block = mitochondrial permeability transition pore inhibitors, primary screen, biochemical, isolated mouse mitochondria, absorbance | Ca2+ swelling absorbance, 30 min | hit rate 1.4% among 360,000 | inhibition, % at 10 µM;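 active = inhibition of 50% or more, scaled per plate between neutral and stimulator controls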;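 also: 0% = DMSO wells given calcium and 100% = 1 mM EGTA wells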
A3A deaminase = APOBEC3A ssDNA deaminase inhibitors, primary screen, selectivity assay for APOBEC3G inhibitor project, biochemical, FAM/TAMRA oligo cleavage fluorescence; hit rate 0.41% among 330,000; inhibition, % at 20 µM; recombinant A3A, FAM/TAMRA ssDNA deamination fluorescence; DNA dC->dU-editing enzyme APOBEC-3A (Homo sapiens), P31941;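 active = at least 40% inhibition at 20 µM here, with at most 30% in a related deaminase screen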;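 also: plate controls were A3A with DMSO for no effect and wells lacking A3A enzyme for full effect; some results filed as inactive read as strong as hits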
Target sequence (P31941 whole entry, looked up): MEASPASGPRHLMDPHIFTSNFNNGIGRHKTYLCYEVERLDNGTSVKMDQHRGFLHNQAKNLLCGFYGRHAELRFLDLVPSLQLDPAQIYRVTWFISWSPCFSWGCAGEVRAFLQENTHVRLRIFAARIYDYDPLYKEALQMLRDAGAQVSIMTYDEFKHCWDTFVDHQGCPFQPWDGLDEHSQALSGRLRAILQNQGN
mIAP block = inhibitors of mouse IAP, primary screen, biochemical, luminescence, uHTS | purified mouse IAP, CDP-Star luminescence, 30 min | inhibition, % at 10 µM | hit rate 0.2% among 330,000;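 active = inhibition of at least 40% at 10 µM in the primary screen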;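 also: plate controls were DMSO with enzyme for no effect and no enzyme wells for full effect; values of inactives mirror those of a sister screen read the other way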
An asterisk follows results filed as active; . = not tested or not shown.

SMILES	APOBEC3G inh	MIN6 prolif	hIAP act	ATG4B inhibitor	hIAP inh	mIAP act	MPTP block	A3A deaminase	mIAP block
COc1ccc(CCNC(=O)c2sc3nc4n(c(=O)c3c2C)CCC4)cc1	3.5	-6.7	0.989	-4.0	1.1	0.939	0.0	-3.0	6.1
O=C1c2ccccc2-c2cccc(NS(=O)(=O)c3ccc(C(F)(F)F)cc3)c21	-26.2	-6.1	0.994	3.5	0.6	0.924	64.3*	-11.7	7.6
O=C1c2ccccc2C(=O)N1c1ccc(Cl)cc1	-3.4	0.1	0.875	.	12.5	0.994	.	4.5	0.6
CC(C)c1ccc(N(C(=O)CNC(=O)c2ccco2)C(C(=O)NC2CCCC2)c2ccncc2)cc1 (configuration not stated)	-2.1	-1.9	1.2	-10.3	-20.3	1.08	-0.5	2.5	-8.4
COc1cc(C2SCC(=O)N2CCCN(C)C)cc(OC)c1OC (configuration not stated)	-2.3	-2.4	1.06	0.7	-6.3	1.01	1.7	-1.3	-1.4
CCN(CC(=O)Nc1cc(Cl)ccc1C)C(=O)c1cc(S(=O)(=O)N2CCCCCC2)ccc1OC	-4.0	3.2	1.33	-0.7	-32.6	1.14	-1.3	13.0	-14.4
COc1ccc(C)cc1Nc1cc(C)nc2ncnn12	-5.2	-0.8	1	13.4	-0.5	0.846	-3.6	-2.8	15.4
CCc1cccc(NC(=O)c2cc(S(=O)(=O)N(C)C)ccc2N2CCCC2)c1	-13.1	-0.7	1.08	-2.5	-8.2	1.18	1.7	-0.3	-18.4
COc1ccc(-c2nc3ccccc3nc2-c2ccc(OC)c(OC)c2)cc1OC	-4.5	-0.5	0.94	-2.5	6.0	1	1.2	-3.3	0.0
Cc1ccc(Nc2nc3ccccc3n3nnnc23)cc1	3.0	1.8	0.863	3.2	13.7	0.9	3.5	46.3*	10.0
O=C(Nc1cccc(Cl)c1)c1cnn2cccnc12	-2.9	2.5	0.817	-7.5	18.3	0.958	-0.1	0.3	4.2
Cc1cccc(NC(=O)C[n+]2cccc(C)c2)c1	-2.4	-1.6	0.897	-2.7	10.3	1.1	-1.6	-2.9	-9.6
Cc1noc(C)c1COc1ccc(C(=O)OCC(=O)Nc2cccc(S(=O)(=O)N3CCOCC3)c2)cc1	-6.3	0.2	0.944	-13.2	5.6	1.23	-8.4	0.2	-22.5
COCCN(C(=O)CCC(=O)Nc1nccs1)C(C(=O)NC(C)(C)C)c1ccc(F)cc1 (configuration not stated)	-7.2	-2.0	0.915	-5.2	8.5	1.06	-3.9	-2.2	-6.4
CCOC(=O)c1c(C)[nH]c(C)c1S(=O)(=O)N1CCN(C(=O)c2ccco2)CC1	-1.9	1.5	1.02	-8.3	-2.2	0.957	-0.3	-1.5	4.3
O=C(Nc1ccc(N2CCCC(O)C2)cc1)c1snc2c(=O)[nH]cnc12 (configuration not stated)	1.0	-3.5	1.04	5.6	-3.9	0.927	0.5	1.5	7.3
Cc1nn(-c2ccccc2)c(Cl)c1/C=C1\SC(=S)N(C)C1=O	-9.0	-3.8	1.02	7.8	-2.5	1	-1.6	-5.4	-0.2
COc1cc(NC(=O)COc2ccc(C)c(C)c2)ccc1NC(=O)c1ccco1	4.7	0.0	1.02	-8.9	-2.2	1.03	0.0	6.3	-3.1
CS(=O)(=O)c1nc(-c2ccccc2)c(-c2ccccc2)[nH]1	-1.1	0.5	1.04	-8.4	-4.0	0.951	1.3	-0.8	4.9
Cc1ccc(NS(=O)(=O)c2cccc(C(=O)NCCc3c[nH]c4ccccc34)c2)c(C)c1	-4.3	-5.6	0.986	-6.8	1.4	0.949	13.8	-1.5	5.1
O=C1c2ccccc2C(=O)N1CN(C(=O)c1ccccc1)c1ccc(O)cc1	-0.8	-2.5	1.09	-8.9	-9.4	1.11	0.8	1.0	-11.2
CN(CC(=O)Nc1cccc(F)c1)CC(=O)N(C)CC(=O)Nc1ccccc1Br	-4.4	0.6	0.994	-12.4	0.6	0.946	-2.2	-2.3	5.4
CC1CCCC(C)N1CCNC(=O)CCn1nc(-c2ccccc2)ccc1=O (configuration not stated)	-3.0	-0.6	1.12	5.3	-11.6	1.05	2.9	0.2	-5.5
O=C(Cc1n[nH]c(=O)[nH]c1=O)N/N=C/c1cccc(O)c1	-3.8	0.6	0.994	-5.4	0.6	0.947	-0.3	-1.6	5.3
O=C(N/N=C/c1cccnc1)c1cccc(NC(=O)c2ccccc2Cl)c1	-6.7	1.4	0.989	-14.9	1.1	0.934	-0.3	0.1	6.6

More records follow.
SMILES	APOBEC3G inh	MIN6 prolif	hIAP act	ATG4B inhibitor	hIAP inh	mIAP act	MPTP block	A3A deaminase	mIAP block
COc1ccc(S(=O)(=O)N2CCOC2CNC(=O)C(=O)NCCCN(C)C)cc1C (configuration not stated)	-8.7	0.2	1.03	0.0	-3.5	1.02	-1.7	0.9	-1.7
Cc1ccc(C2(c3noc(CN(C)Cc4ccccn4)n3)CCCC2)cc1	-6.0	-0.9	1.11	-10.6	-10.9	1.11	0.6	1.4	-11.2
COc1ccc2[nH]c3c(c2c1)CCN1C(=O)C(CC(=O)NCc2ccco2)C[C@H](C(=O)N2CCCCC2)[C@@]31CCc1ccccc1 (some centres not stated)	-1.3	.	.	-2.2	.	1.31	1.5	4.3	-30.3
Cc1ccc2cc(COC(=O)C3CCCO3)c(=O)[nH]c2c1 (configuration not stated)	-5.5	-3.1	1.03	-2.2	-3.5	0.912	-3.9	-10.5	8.8
Cc1ccc2oc(C(=O)NCC3CCOCC3)c(C)c2c1	-5.9	0.8	0.922	-3.0	7.8	1.02	0.0	-1.1	-2.3
COc1cc(CN(C2CCCCC2)S(=O)(=O)c2ccc(S(=O)(=O)N(C)C3CCCCC3)cc2)cc(OC)c1OC	0.7	-1.1	1.07	-3.3	-6.8	1	2.0	0.2	-0.1
CC(=O)Nc1ccc(NC(=O)CSc2nnc(-c3cc(C)[nH]n3)n2N)cc1	-4.0	-0.5	0.932	-5.1	6.8	0.885	-1.6	-3.2	11.5
Nc1scc[n+]1Cc1cccc2cccnc12	2.0	-0.3	0.955	-8.6	4.5	1.02	0.4	5.9	-2.0
COc1cccc(C(=O)NNC2OC(CO)C(O)C2O)c1 (configuration not stated)	-4.2	-1.6	0.901	-2.3	9.9	0.935	-1.0	-3.9	6.5
O=C(N/N=C/c1ccc(Br)s1)c1cccnc1	-1.3	0.6	1.09	-7.9	-9.4	0.974	1.6	-1.9	2.6
Cc1ccc(Cn2c(CN3CC(C)OC(C)C3)nc3c2c(=O)[nH]c(=O)n3C)cc1 (configuration not stated)	-4.6	-0.5	0.918	-4.2	8.2	0.934	0.2	-1.8	6.6
CCN(CC)S(=O)(=O)c1ccc(N2CCc3ccccc3C2)nc1	-5.6	-6.5	1.1	19.4	-10.1	1.07	-2.5	-4.3	-7.3
Cc1ccc(CN2CCC(CNC(=O)Nc3ccccc3F)CC2)cc1	-5.7	2.9	1.08	-3.8	-7.9	1.32	4.0	-3.0	-32.4
C/C(=N\NC(=O)CSc1nc2ccccc2o1)c1cccc(O)c1	-8.8	0.3	1.19	-12.0	-18.6	1.09	2.2	-0.2	-8.8
O=C(CCS(=O)(=O)c1ccc(Br)cc1)Nc1ccccn1	6.7	0.0	0.875	-4.1	12.5	0.944	0.1	2.0	5.6
CC(=O)N1CCCN(Cc2cn(-c3cc(C)ccc3C)nc2-c2ccccc2)CC1	-9.0	1.1	1.02	2.3	-1.8	1.06	0.4	1.4	-5.6
O=C(COc1ccccc1)NCC(=O)N1CCCCCC1	0.0	1.4	0.973	3.1	2.7	0.979	-0.5	2.6	2.1
O=C(Nc1ccc(O)c(-c2nc3ccccc3s2)c1)C1=COCCO1	-7.3	-0.5	1.05	-9.0	-4.7	0.971	1.9	-3.2	2.9
Cc1ccc(C2(C)NC(=O)N(CC(=O)NC(=O)NCCC(C)C)C2=O)cc1 (configuration not stated)	-4.9	-1.6	0.973	-10.8	2.7	1.07	-1.4	-1.9	-7.3
Cc1cc(C)cc(NC(=O)C2CCCN2C(=O)NC2CCCCC2)c1 (configuration not stated)	0.3	2.3	1.12	-4.0	-12.4	1.12	0.6	3.5	-12.4
CC(CC(=O)Nc1ccccc1)NCCCN1CCCC1=O (configuration not stated)	-3.1	-1.8	1.1	-4.4	-10.5	1.02	0.9	-1.6	-2.2
C/C(=N\Nc1cccc(C(=O)O)c1)c1cc2ccccc2o1	-7.4	-2.8	1.05	1.5	-5.0	1.06	-2.6	-6.1	-6.2
COc1ccc(NC(=O)CSc2nnc(C3CC3)n2N)cc1	-4.7	2.9	0.974	-7.1	2.6	0.909	-0.8	2.3	9.1
COC(=O)COc1ccc2c(=O)c(-c3ccccc3)coc2c1	-0.2	-2.9	1.1	-8.5	-10.4	1.01	3.1	2.3	-1.4
NS(=O)(=O)c1cccc(NC(=O)CC23CC4CC(C2)CC(CC(=O)Nc2cccc(S(N)(=O)=O)c2)(C4)C3)c1	0.6	-0.1	1.07	-2.8	-6.8	1.05	2.1	0.7	-5.3

Of the compounds above, these have fluorine.
SMILES	APOBEC3G inh	MIN6 prolif	hIAP act	ATG4B inhibitor	hIAP inh	mIAP act	MPTP block	A3A deaminase	mIAP block
O=C1c2ccccc2-c2cccc(NS(=O)(=O)c3ccc(C(F)(F)F)cc3)c21	-26.2	-6.1	0.994	3.5	0.6	0.924	64.3*	-11.7	7.6
COCCN(C(=O)CCC(=O)Nc1nccs1)C(C(=O)NC(C)(C)C)c1ccc(F)cc1 (configuration not stated)	-7.2	-2.0	0.915	-5.2	8.5	1.06	-3.9	-2.2	-6.4
CN(CC(=O)Nc1cccc(F)c1)CC(=O)N(C)CC(=O)Nc1ccccc1Br	-4.4	0.6	0.994	-12.4	0.6	0.946	-2.2	-2.3	5.4
Cc1ccc(CN2CCC(CNC(=O)Nc3ccccc3F)CC2)cc1	-5.7	2.9	1.08	-3.8	-7.9	1.32	4.0	-3.0	-32.4

New compounds follow.
SMILES	APOBEC3G inh	MIN6 prolif	hIAP act	ATG4B inhibitor	hIAP inh	mIAP act	MPTP block	A3A deaminase	mIAP block
Cc1onc(-c2c(Cl)cccc2Cl)c1C(=O)OCC(=O)c1ccccc1	-0.2	-2.7	0.733	0.6	26.7	0.889	-0.7	3.1	11.1
CC(C)NC(=O)N(C)C[C@H]1Oc2ccc(NC(=O)NC3CCCCC3)cc2C(=O)N([C@H](C)CO)C[C@@H]1C	-3.9	1.4	0.957	-0.9	4.3	1.33	0.3	-2.9	-33.0
O=Cc1ccc(OCC(=O)NC(=O)NC2CCCCC2)cc1	2.2	0.0	1.02	-9.7	-2.2	0.942	-1.8	0.2	5.8
Cn1c(SCc2ccc([N+](=O)[O-])cc2)nnc1-c1ccncc1	-5.2	1.0	0.999	0.2	0.1	1.06	0.2	1.0	-5.9
COC(=O)c1sc(S(=O)(=O)N2CCN(CCO)CC2)c(C(=O)OC)c1C	-0.1	2.7	0.901	1.8	9.9	0.984	-0.4	3.0	1.6
O=C1CSC(=S)N1	-4.8	4.0	1.05	-7.4	-5.4	0.945	-2.9	-1.8	5.5
CCOC(=O)CCC(=O)Nc1ccc([N+](=O)[O-])cc1C	-2.4	-0.1	1.01	-3.0	-1.1	1.07	-0.1	3.8	-7.1
